LMPTP block: LMPTP phosphatase inhibitors, primary screen, biochemical, fluorescence intensity, uHTS. AID 651560, 2012. 360,000 compounds, 0.22% hits. inhibition, % at 20 µM. recombinant LMPTP-A, OMFP fluorogenic substrate;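 active = compounds that cut the enzyme signal by at least half of the control window in the single-dose screen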;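 note: plate controls were DMSO wells with enzyme plus substrate for no effect and substrate without enzyme for full effect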
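Test system: LMPTP-A phosphatase enzyme; input: 0.625 nM LMPTP-A final; reagent: OMFP substrate, 400 µM final; compound dosing: 20 µM single dose, 3% DMSO; incubation: 50 min dark incubation at room temperature; measured by: endpoint fluorescence intensity from OMFP dephosphorylation; measure: % inhibition relative to no-enzyme and uninhibited control wells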
CSN deneddyl inh: inhibitors of CSN-mediated cullin deneddylation, primary screen, biochemical, fluorescence polarization, uHTS | Purified CSN, SCF-Nedd8-OG deneddylation | COP9 signalosome complex subunit 5 (Homo sapiens), Q92905 | 360,000 compounds, 0.38% hits | inhibition, % at 12.5 µM | AID 651999, 2013;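 active = pattern-corrected inhibition above about 35%, with an unprinted fluorescence ratio check between 0.5 and 1.5, limit read from the data, passing the limit was not always enough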;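 note: 0% = enzyme with substrate and 100% = substrate without enzyme; some results filed as inactive read as strong as hits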
Target sequence (Q92905 whole entry, looked up, one chain of several): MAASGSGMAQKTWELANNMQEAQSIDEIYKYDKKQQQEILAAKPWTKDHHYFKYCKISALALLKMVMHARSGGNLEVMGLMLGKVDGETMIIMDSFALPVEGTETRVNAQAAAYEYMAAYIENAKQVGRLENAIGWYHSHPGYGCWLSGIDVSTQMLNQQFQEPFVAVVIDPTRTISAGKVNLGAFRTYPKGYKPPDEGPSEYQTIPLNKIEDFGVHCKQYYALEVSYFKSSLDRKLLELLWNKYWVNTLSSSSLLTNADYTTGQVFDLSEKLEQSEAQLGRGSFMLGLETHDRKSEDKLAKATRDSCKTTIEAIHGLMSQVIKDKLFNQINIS
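Material: human Csn5 produced in HEK293T cells; Input: enzyme 0.24 nM; Reagent: SCFSkp2-Nedd8OG substrate at 10 nM final; Dosing: 12.5 µM compound; Incubation: 90 min reaction at room temperature; Detection: fluorescence polarization of the substrate; Evaluation: % inhibition of substrate cleavage by Csn5; Control set: substrate-only high control, full reaction low control.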
NadD inh: inhibitors of S. aureus NadD, primary screen, biochemical, colorimetric, uHTS; Nicotinate-nucleotide adenylyltransferase NadD (Staphylococcus aureus N315); purified NadD enzyme, colorimetric absorbance read-out; inhibition, % at 20 µM; 360,000 compounds, 0.78% hits; AID 602399, 2012; in the data active = inhibition above about 26%; note: some compounds past the cut are filed as inactive
STEP block: STEP phosphatase inhibitors, primary screen, biochemical, fluorescence intensity, uHTS. Tyrosine-protein phosphatase non-receptor type 5 (Homo sapiens), P54829. recombinant STEP, OMFP fluorogenic substrate. inhibition, % at 20 µM. 360,000 compounds, 0.25% hits;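 active = inhibition at 20 µM, scaled per plate between control wells, above about 37%, limit read from the data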;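 note: 0% = DMSO with enzyme and substrate and 100% = substrate only without enzyme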
Target sequence (P54829 whole entry, looked up): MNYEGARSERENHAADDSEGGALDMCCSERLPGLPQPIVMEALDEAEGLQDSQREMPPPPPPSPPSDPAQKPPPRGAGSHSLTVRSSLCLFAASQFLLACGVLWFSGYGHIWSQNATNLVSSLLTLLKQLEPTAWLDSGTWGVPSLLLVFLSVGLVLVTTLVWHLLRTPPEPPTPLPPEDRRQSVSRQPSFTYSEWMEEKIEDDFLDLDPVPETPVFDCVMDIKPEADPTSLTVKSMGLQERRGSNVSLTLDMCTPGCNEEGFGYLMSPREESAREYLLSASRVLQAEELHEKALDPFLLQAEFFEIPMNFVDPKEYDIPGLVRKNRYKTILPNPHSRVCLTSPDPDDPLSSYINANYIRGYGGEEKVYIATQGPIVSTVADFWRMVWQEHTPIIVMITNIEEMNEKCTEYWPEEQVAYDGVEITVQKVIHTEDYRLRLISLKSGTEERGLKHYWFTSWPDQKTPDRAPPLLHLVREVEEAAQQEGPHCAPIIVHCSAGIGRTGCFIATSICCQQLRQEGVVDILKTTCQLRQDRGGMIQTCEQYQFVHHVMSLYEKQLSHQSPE
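Assay system: isolated STEP enzyme / Timing: 20 min at room temperature, dark / Doses: 20 µM, 1% DMSO / Technique: fluorescence intensity, excitation 480 nm, emission 540 nm / Reagent: fluorogenic phosphatase substrate OMFP at 25 µM final / Measure: percent inhibition scaled to no-enzyme and uninhibited-enzyme controls, plate-pattern corrected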
PABP1 MLLE inh: inhibitors of PABP1 MLLE–PAM2 peptide binding, primary screen, biochemical, fluorescence polarization, FITC-PAM2, GST-MLLE; Polyadenylate-binding protein 1 (Homo sapiens), P11940; 360,000 compounds, 0.36% hits; inhibition, % at 20 µM; in the data active = inhibition above about 35%, passing the limit was not always enough;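 note: plate controls were DMSO wells with GST-MLLE for no effect and wells lacking GST-MLLE protein for full effect; some results filed as inactive read as strong as hits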
DNMT1 inh: human DNMT1 methyltransferase inhibitors, primary screen, biochemical, molecular beacon, fluorescence, HinP1I cleavage, uHTS. inhibition (reported as % activation of signal), % at 10 µM. 360,000 compounds, 0.83% hits. AID 588458, 2011; in the data active = inhibition above about 50%
SUMO1 PPI mod: modulators of SUMO1 protein-protein interactions, primary screen, biochemical, uHTS; 360,000 compounds, 0.33% hits; Small ubiquitin-related modifier 1 (Homo sapiens), P63165; inhibition, % at 20 µM; SUMO1 binding to a labelled peptide, TR-FRET, 1 h; in the data active = inhibition above about 37%
Target sequence (P63165 whole entry, looked up): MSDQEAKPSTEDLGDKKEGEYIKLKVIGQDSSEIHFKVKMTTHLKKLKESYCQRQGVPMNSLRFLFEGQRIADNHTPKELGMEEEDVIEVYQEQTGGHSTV
Scp-1 inhibitor: Scp-1 phosphatase inhibitors, primary screen, biochemical, colorimetric, uHTS. Carboxy-terminal domain RNA polymerase II polypeptide A small phosphatase 1 (Homo …. Recombinant Scp1, phosphopeptide, malachite green phosphate absorbance. inhibition, % at 20 µM. 340,000 compounds, 0.88% hits. AID 493091, 2011;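 active = inhibition above about 50% at 20 µM, limit read from the data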;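 note: plate controls were DMSO wells with enzyme for no effect and wells lacking enzyme for full effect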
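Test system: SCP-1 phosphatase catalytic domain, residues 76-261; measured by: colorimetric phosphate reagent with accelerator and stabiliser, absorbance at 630 nm; timing: enzyme reaction 45 min at room temperature, colour 5 min, stabilisation 30 min; also added: Phosphorylated 17-residue peptide substrate; compound dosing: one concentration, 20 µM, with 1.0% DMSO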
TbMetRS inhib: T. brucei MetRS inhibitors, primary screen, biochemical, luminescence; purified T. brucei MetRS, ATP depletion, Kinase-Glo luminescence; methionyl-tRNA synthetase (Trypanosoma brucei brucei); inhibition, % at 11.9 µM; 360,000 compounds, 0.4% hits;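 active = inhibition above a per-plate cutoff of the control wells' mean inhibition plus 3 SD, cut at about 5.5% in these data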;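 note: 0% = DMSO wells median and 100% = median of wells with control inhibitor compound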
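Dosing: 11.9 µM compound single dose, 0.9% DMSO; Assay system: purified T. brucei MetRS enzyme; Measured by: Kinase-Glo luciferase luminescence reporting remaining unconsumed ATP; Schedule: 15 min plus 2 h at 25 °C.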
Rpn11 block: Rpn11 (PSMD14) deubiquitinase inhibitors, primary screen, biochemical, fluorescence polarization, uHTS | AID 588493, 2011 | 360,000 compounds, 0.59% hits | human 26S proteasome, Ub4-pepOG fluorescence polarization; 20S core pre-blocked with epoxomicin | 26S proteasome non-ATPase regulatory subunit 14 (Homo sapiens), O00487 | calls only at 20 µM;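 active = inhibition at 20 µM, scaled to each plate's controls, above about 33%, limit read from the data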
The depositor's hits bear a star; i = inactive; . = not tested or not shown.

SMILES,LMPTP block,CSN deneddyl inh,NadD inh,STEP block,PABP1 MLLE inh,DNMT1 inh,SUMO1 PPI mod,Scp-1 inhibitor,TbMetRS inhib,Rpn11 block
CC1(C(=O)NS(=O)(=O)c2ccc(Cl)cc2)CCN1C(=O)Cc1ccccc1 (stereo not drawn),-1.8,2,1,1,12,4,-2,.,0.0,i
O=C(CSc1cccc[n+]1[O-])Nc1cc(S(=O)(=O)N2CCOCC2)ccc1Cl,-0.5,6,-1,-3,6,-2,-2,-8,-0.4,i
COCC1CCCC1OS(N)(=O)=O (stereo not drawn),-0.7,5,3,0,25,5,2,-5,-0.1,i
Cc1cs/c(=N\N=C\c2ccccc2)n1Cc1ccco1,1.3,-2,-6,-3,-20,-2,4,-2,-0.8,i
O=C(NC1CCN(S(=O)(=O)c2ccccc2)CC1)c1cccc(F)c1,0.7,-5,-3,1,-9,4,6,-10,-0.6,i
O=C(c1ccc2[nH]ccc2c1)N1CCCC(Nc2ccccc2)C1 (stereo not drawn),-0.9,-1,-3,4,0,1,-3,-3,-0.1,i
O=S(=O)(NC1CCCCCCC1)c1ccccc1F,0.4,1,-6,-1,-2,-1,5,-5,-0.6,i
CCN(CC(=O)Nc1ccccc1C(F)(F)F)C(=O)CCc1ccccc1,-0.9,2,-1,-1,4,1,1,-2,0.4,i
Cc1c(C(=O)NCC2COc3ccccc3O2)oc2ccc(S(=O)(=O)N(C)C3CCCCC3)cc12 (stereo not drawn),3.9,3,14,1,0,-5,1,-4,-0.1,i
Cc1cc(CSCc2ccc(Cl)cc2)no1,0.8,-8,-7,4,-1,-2,2,-7,0.0,i
O=C(O)c1ccc(CSc2nc3ccc(N4C(=O)C5C6C=CC(C6)C5C4=O)cc3s2)cc1 (stereo not drawn),1.1,1,-3,-2,-1,3,3,-10,0.1,i
CN1CCN(C(=O)C2=NOC3(C2)C(=O)Nc2ccccc23)CC1 (stereo not drawn),3.5,2,-5,.,.,.,0,.,-0.2,.
CCOC(=O)N1CCC(NC(=O)C2CCC(CNS(=O)(=O)c3ccc(OC)cc3)CC2)CC1 (stereo not drawn),0.7,1,-1,-7,2,-3,-2,-2,0.2,i
N#Cc1ccc(C(=O)CSc2nnc(-c3ccc(C(F)(F)F)cn3)s2)cc1,-1.9,2,19,1,-127,3,-6,-11,-0.4,i
Cc1noc2ncnc(Oc3cc(Cl)ccc3Cl)c12,1.1,3,-2,2,4,-1,0,1,-0.2,i
COc1ccc2c(CC(=O)NNC(=O)c3ccc(C)cc3)coc2c1,-0.8,0,4,-2,0,-7,1,-4,-0.2,i
COCCn1ccc(O)c(Cc2ccccc2)c1=O,-0.6,0,-6,-2,-2,-1,1,-3,-0.6,i
COc1cc(C)c(CN2CCN(CC(=O)Nc3ccccc3C(=O)NC3CC3)CC2)cc1OC,-1.5,3,-5,-2,-8,4,-7,-8,-0.2,i
COc1ccc(C(CNC(=O)CCNC(=O)c2ccc(Br)cc2)N2CCOCC2)cc1 (stereo not drawn),-0.4,-9,-6,-3,10,2,-1,1,-0.6,i
O=C(Nc1ccc([N+](=O)[O-])cc1)Nc1ccc2[nH]c(=O)[nH]c2c1,2.4,-3,-9,-2,-8,2,-7,-4,0.8,i
O=C(CNC(=O)c1ccc(S(=O)(=O)N2CCCC2)cc1)N/N=C/c1ccco1,0.6,-2,1,-1,8,0,-4,7,-1.0,i
O=C(Nc1cccc(O)c1)c1cccc(C(=O)Nc2cccc(O)c2)c1,1.4,0,-8,-6,-19,-1,10,-8,1.4,i
Cc1ccccc1Cn1cc(NC(=O)c2cc(-c3ccco3)on2)cn1,1.5,7,-5,0,-12,-12,-5,-3,-0.2,i
CCc1nc2ccc(C(=O)NCCN3CCOCC3)cn2c1N(CCC(C)C)CCN(C)C,-0.5,0,3,-3,11,7,-3,.,-0.1,i
Cc1ccc(C)c(S(=O)(=O)C(C#N)c2nc3ccccc3nc2N2CCCC2)c1 (stereo not drawn),-0.4,1,9,-2,0,-1,2,0,-0.5,i
CCOc1ccc(C(=O)C[n+]2cccc3cc(C)ccc32)cc1,0.6,6,-3,-5,-16,0,-33,-6,-2.2,.
CC(C)(C)c1ccc(S(=O)(=O)N2CCN(C3CCCC3)CC2)cc1,-0.2,2,-3,2,4,0,-1,-1,-0.2,i
COc1cc(C)ccc1S(=O)(=O)n1nc(C)cc1C,2.4,1,-4,-3,5,1,-1,-7,-0.6,i
O=C(CSc1nnc(-c2cccc(Cl)c2)o1)Nc1ccc2c(c1)OCCO2,2.3,-1,-5,-2,-2,-8,-2,-18,-0.5,i
COCCn1c(SCC(=O)NC2CCCC2)nc2c(c1=O)SCC2,-2.1,-3,-2,-1,20,0,-6,-4,-0.9,i
CN(C(=O)C(Cl)Cl)C1CC2C=CC1C2 (stereo not drawn),-1.1,3,-8,2,-7,3,2,-10,-0.6,i
Fc1ccccc1OCCCCn1cncn1,-2.1,-1,-5,1,3,-1,0,-10,0.2,i
CCN(CC)CC(=O)N1c2ccccc2CCc2ccc(NC(=O)c3cc(OC)c(OC)c(OC)c3)cc21,2.9,7,9,0,-13,-5,-6,-11,-0.1,i
CCC(=O)NC1OC(CO)C(O)C(O)C1O (stereo not drawn),0.0,2,-5,-3,-1,8,0,3,-0.8,i
CC1(C)Cc2nc3sc4c(=O)n(CC(N)=O)cnc4c3cc2CO1,-1.0,5,-6,5,15,-4,-2,-4,-1.0,i
COc1cc(C2C(C#N)=C(N)Oc3c2ccc2ccccc32)ccc1OCC(=O)Nc1ccccc1C (stereo not drawn),0.8,7,20,2,-15,37,-3,-6,-0.2,i
CN1CCN(c2nc3c(c(=O)[nH]c(=O)n3C)n2CCCSc2nnnn2-c2ccccc2)CC1,-1.0,-12,-4,-2,-12,2,1,2,-0.2,i
O=C(Nc1ccc2snnc2c1)N1CCOCC1,-1.1,3,-1,-5,11,0,-2,1,0.4,i
Cc1ccc(C2=Nc3ccc(Br)cc3C(c3ccncc3)=NN2)cc1,-0.8,-2,4,0,-2,-3,-5,-5,-0.3,i
O=C(Nc1ccc(C(=O)N2CCCC(CO)C2)cc1)c1ccc(Br)o1 (stereo not drawn),-1.1,4,1,-2,14,0,8,1,-0.1,i
O=C(Nc1cccc(S(=O)(=O)N2CCCC2)c1)c1ccc2c(=O)n3c(nc2c1)CCCCC3,-1.4,-1,6,0,4,-9,3,2,0.1,i
CCn1nc(NS(=O)(=O)c2ccc(NC(C)=O)cc2)c2cc3ccccc3nc21,0.0,3,5,0,10,0,-9,1,-0.3,i
CS(=O)(=O)NCc1csc(-c2ccccc2)n1,-1.7,2,-4,-1,2,0,-4,5,-0.4,i
COc1cccc(NC(=O)CNC(=O)Cn2cnc3sc(C)c(C)c3c2=O)c1,-0.2,-3,-7,-2,-14,0,0,1,-0.5,i
COc1ccc(Nc2nc(-c3sc(C)nc3C)cs2)cc1,1.6,-4,-6,-4,2,-4,-16,-5,-0.5,i
O=C(NN=Cc1ccc(O)cc1)C(=O)NN=Cc1ccc(O)cc1,-1.6,4,0,-3,-7,0,0,-8,-0.2,i
O=C(CNc1cccc(S(=O)(=O)N2CCCC2)c1)Nc1ccc(F)cc1F,-0.6,-5,-6,0,-14,0,-4,-1,-0.4,i
COc1ccc(-c2coc3c(C(=O)NCc4ccc(F)c(F)c4)cccc23)c(C)c1,5.4,2,-1,3,-11,-12,2,.,-0.6,i
COc1ccc(S(=O)(=O)N2CCCCCC2)cc1C(=O)N(C)Cc1cccc(OC)c1OC,-6.9,-1,5,0,-15,32,-19,-7,-0.8,i
CC(=O)N1CCc2cc(Br)cc(S(=O)(=O)CCC(=O)N3CCN(c4ccccn4)CC3)c21,0.1,-8,0,-2,3,3,0,3,-1.3,i

(list continues)
SMILES,LMPTP block,CSN deneddyl inh,NadD inh,STEP block,PABP1 MLLE inh,DNMT1 inh,SUMO1 PPI mod,Scp-1 inhibitor,TbMetRS inhib,Rpn11 block
Cc1cc(/C=C(\C#N)C(=O)Nc2ccccc2)c(C)n1-c1cccnc1,-0.1,2,1,1,11,2,-5,-3,-0.6,i
Cc1cc(C(=O)CCC(=O)NNC(=O)c2ccccc2O)c(C)s1,-0.3,36*,6,2,-1,-2,12,-3,-0.1,i
CCCCN(C)C(=O)c1ccc(Nc2nc(C(N)Cc3ccccc3)cs2)nc1 (stereo not drawn),0.0,-1,-3,-2,3,-3,-4,.,-0.2,i
Cn1c(N)c(S(=O)(=O)N2CCN(c3ccccc3F)CC2)c(=O)n(C)c1=O,-0.3,1,-4,-1,-4,2,4,6,-0.9,i

Of the compounds above, these have a thiophene ring, fused or not:
SMILES,LMPTP block,CSN deneddyl inh,NadD inh,STEP block,PABP1 MLLE inh,DNMT1 inh,SUMO1 PPI mod,Scp-1 inhibitor,TbMetRS inhib,Rpn11 block
CC1(C)Cc2nc3sc4c(=O)n(CC(N)=O)cnc4c3cc2CO1,-1.0,5,-6,5,15,-4,-2,-4,-1.0,i
COc1cccc(NC(=O)CNC(=O)Cn2cnc3sc(C)c(C)c3c2=O)c1,-0.2,-3,-7,-2,-14,0,0,1,-0.5,i
Cc1cc(C(=O)CCC(=O)NNC(=O)c2ccccc2O)c(C)s1,-0.3,36*,6,2,-1,-2,12,-3,-0.1,i

Screening results (PubChem BioAssay)
